PglD inh: inhibitors of Campylobacter jejuni PglD acetyltransferase; inhibition, % at 12.5 µM; 0.098% of 360,000 active; purified PglD enzyme, DTNB colorimetric CoA detection; in the data active means inhibition above about 16%, passing the limit was not always enough; further: strong numbers were not always called active
F508del corr: CFTR F508del correction in bronchial cells. CFBE cells, YFP halide quenching; stimulated with forskolin plus potentiator P3; % fluorescence drop versus neutral controls. activity (quench increase), % at 7.58 µM. 0.36% of 350,000 active. AID 720511;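 active means mean added fluorescence quench of at least 8% versus neutral control, with both replicates also reaching 8%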;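 further: cells transiently co-express mutant CFTR-F508del with the halide-sensitive YFP; corrector assay measuring rescue of mutant channel to the surface after 24 h compound exposure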
GSIS activator: GLuc luminescence reporter in INS-1E cells, primary screen for activators of glucose-dependent secretion of insulin. activation, % at 16.6 µM. INS-1E GLuc reporter insulin secretion, 2-3 h. 0.61% of 370,000 active;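 active means lowest replicate activation of at least 40%, so every replicate reaches that level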;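 further: 0% = median of neutral control wells and 100% = median of IBMX positive control wells; some compounds called inactive have numbers as strong as hits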
FN deposition inh: fibronectin deposition inhibition; AH1F fibroblasts, Alexa488-fibronectin deposition fluorescence, overnight; inhibition, % at 12.6 µM; 0.086% of 350,000 active;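 active means mean inhibition across replicates of 30% or more, regardless of how many single replicates reach that level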;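 further: positive control wells lacked labelled fibronectin entirely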
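Schedule: 1 h cell adhesion before compound, then overnight fibronectin incubation; test system: AH1F fibroblast monolayer depositing Alexa488-labelled fibronectin into matrix; quantity: 10000 AH1F cells per well; probe or stimulus: fluorescent fibronectin at 24 nM final; signal: fluorescence, ex 485 nm, em 525 nm; evaluation: percent inhibition as loss of matrix-bound fibronectin fluorescence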
miR-122 sensor: blocks miR-122 activity in Huh7 sensor cells; activation (reporter increase), % at 12.5 µM; Huh7 miR-122 Renilla luciferase sensor, 48 h; neutral wells = 0, positive control = 100; 0.3% of 340,000 active; AID 602342;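 active means mean replicate activation score at least 90 and every replicate individually at or above 90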;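 further: higher luciferase means less miR-122 activity so hits act as miR-122 inhibitors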
PGC1a acetyl inh: modulators of PGC1a acetylation | U2OS PGC1a acetylation, AlphaScreen anti-acetyl-lysine; with virally co-expressed GCN5 acetyltransferase | inhibition, % at 15.6 µM | 0.17% of 350,000 active;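 active means every replicate shows inhibition of at least 40%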;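 further: 0% = neutral control wells and 100% = positive control wells; some results beyond the cut were filed as inactive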
Cneo AK release: Cryptococcus neoformans lysis via adenylate kinase release | C. neoformans lysis, adenylate kinase release luminescence, 4 h; normalised: neutral wells 0, clomiphene wells 100 | lysis activity, % at 15 µM | 0.2% of 360,000 active | AID 651654;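 active means mean lysis activity across replicates of at least 80%, whatever share of replicates individually reach that level; inactive means mean lysis activity below 80%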
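read-out = cell lysis signal | test system = log-phase Cryptococcus neoformans yeast cells | input = cells at 5 × 10^6 per mL | medium = fresh YPD growth medium | signal = luminescent adenylate kinase detection reagent | timing = 4 h at 37 °C static, read 1 h later | dosing = single dose | controls = Clomiphene as positive lysis control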
Statin myotox sup: protects C2C12 myotubes from simvastatin toxicity; 0.78% of 330,000 active; AID 602340; rescue of ATP level, % at 7.49 µM; ATP luminescence, 48 h; scaled: DMSO 0, geranylgeraniol control 100;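 active means mean ATP rescue above about 67%, or every replicate alone reaching that limit, limit read from the data, passing the limit was not always enough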;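 further: myotubes were challenged with 10 µM simvastatin during compound exposure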
Active calls of the source: *; . = no result given; [ ] = remark or other dose.

SMILES	PglD inh	F508del corr	GSIS activator	FN deposition inh	miR-122 sensor	PGC1a acetyl inh	Cneo AK release	Statin myotox sup
O=C(NCCCc1ccccc1)c1ccccc1O	.	.	.	5	-5	.	.	-5
COCCCNC(=O)CN1C(=O)c2ccccc2C1=O	.	.	.	0	-2	.	.	1
Cc1nccn1-c1ncnc2sc3c(c12)CCCC3	.	.	67*	.	-5	.	.	-3
Cc1cccc(C2NC(=O)c3c(sc(C)c3C)N2)c1O (centres undefined)	.	.	-6	.	7	.	.	1
CC(=O)Nc1ccc(NC(=O)CNS(=O)(=O)c2ccc(C)cc2)cc1	.	.	6	.	2	.	.	2
Cc1ccccc1OCC(=O)NCCC(=O)O	.	.	-6	.	-3	.	.	5
CCN(CC)CCOc1cc2c(nn1)Oc1ccccc1N2C	.	.	37	.	-2	.	.	-3
COC(=O)c1ccc(CSc2nc3c(c(=O)n2-c2ccc(Br)cc2)SCC3)o1	.	.	-17	.	0	.	.	-6
COc1cc(/C=C2/C(=O)c3cccc([N+](=O)[O-])c3C2=O)c(Br)cc1O	.	.	-31	.	12	.	.	10
CCOc1cccc(C(=O)NC(=S)Nc2cccc(C)c2)c1	.	.	-16	.	-2	.	.	-37
Cn1nnnc1SCC(=O)Nc1ccc(Oc2ccc(Cl)cc2)cc1	.	.	19	.	-16	.	.	-2
Cc1nc2cc(Nc3nnc(-c4ccccc4)c4ccccc34)ccc2n1C	.	.	28	.	5	.	.	12
CCC(=O)N1[C@@H]2c3cccc(=O)n3C[C@@H]2[C@@H](CO)[C@@H]1C(=O)NC1CCC1	0	.	4	.	.	.	.	8
CO[C@@H]1CN(C)C(=O)c2ccc(NC(=O)c3ccccn3)cc2OC[C@@H](C)N(C(=O)Nc2ccccc2Cl)C[C@H]1C	.	-2.0	.	.	.	7	.	-14
CCOc1ccc(C(=O)CCC(=O)O)cc1	.	1.3	.	.	9	-20	.	.
O=C(NCCC1=CCCCC1)C1CCN(S(=O)(=O)c2cccs2)CC1	.	-2.4	.	.	-4	-9	.	.
Cc1ccc2[nH]c(O)c(N=Nc3ccccc3[N+](=O)[O-])c2c1	.	-4.8	.	.	2	6	.	.
C=CCNC(=O)CSc1nnc(-c2ccccc2Cl)n1-c1c(C)n(C)n(-c2ccccc2)c1=O	.	-0.1	.	.	-5	17	.	.
CNC(=O)OCc1nc(SSC(C)(C)C)n(C)c1COC(=O)NC	.	-2.4	.	.	13	-43	.	.
Cc1cc(C)c(C(=O)CSc2nnc(-c3cccnc3)n2C)c(C)c1	.	-2.1	.	.	-1	-1	.	.
CCCCn1c(=O)[nH]c(=O)c2c1ncn2Cc1ccco1	.	2.4	.	.	-3	-4	.	.
Cn1cnc(S(=O)(=O)N2CCCCN3[C@H](CO)[C@H](c4ccc(C#CC5CC5)cc4)[C@H]3C2)c1	.	1.6	.	.	14[16.7 µM]	9	.	.
CCOc1cc(C(N)=O)cc(Br)c1OCC	.	-2.6	.	.	-2	24	.	.
Cc1ccccc1NC(=O)CSc1nc2c(c(-c3ccco3)c1C#N)CCCC2	.	1.7	.	.	-1	4	.	.
CCOc1ccc2nc(NCCCNS(=O)(=O)c3ccc(C)cc3)c(C#N)cc2c1	.	0.7	.	.	-2	-5	.	.
Cc1cc(C)cc(NC(=S)NCc2cccn2C)c1	.	-1.3	.	.	-1	2	.	.
O=C(CN1C(=O)c2ccccc2S1(=O)=O)N1CCN(c2ccccc2)CC1	.	0.1	.	.	-7	39	.	.
O=c1n(CC2CO2)c(=O)n(CC2CO2)c(=O)n1CC1CO1 (centres undefined)	.	-4.9	.	.	1	8	.	.
O=C(CN1C(=O)NC2(CCCCCCC2)C1=O)N1CCOCC1	.	-0.3	.	.	7	1	.	.
Cc1nc(S(=O)(=O)N[C@@H]2CCN(Cc3ccc(OCCO)cc3)C2)cn1C	6	-1.8	.	.	.	.	0	.

Single records, from the list above. Values in the order: PglD inh, F508del corr, GSIS activator, FN deposition inh, miR-122 sensor, PGC1a acetyl inh, Cneo AK release, Statin myotox sup
CCOc1ccc(C(=O)CCC(=O)O)cc1 in the list: ., 1.3, ., ., 9, -20, ., .
Cc1ccccc1OCC(=O)NCCC(=O)O in the list: ., ., -6, ., -3, ., ., 5
CCC(=O)N1[C@@H]2c3cccc(=O)n3C[C@@H]2[C@@H](CO)[C@@H]1C(=O)NC1CCC1 in the list: 0, ., 4, ., ., ., ., 8

Continuation.
SMILES	PglD inh	F508del corr	GSIS activator	FN deposition inh	miR-122 sensor	PGC1a acetyl inh	Cneo AK release	Statin myotox sup
CC(C)CN1C(=O)[C@@]2(c3ccc([N+](=O)[O-])cc3)CC(=O)N(CC3C4CC5CC(C4)CC3C5)[C@@H]2c2ccc(CO)cc21 (some centres undefined)	-4	1.5	.	.	.	.	-3	.
O=C1O[C@@H](c2ccccc2)[C@@H](c2ccccc2)N2[C@@H](c3ccc(O)cc3)[C@]3(C(=O)Nc4ccc(C#CC5(O)CCCCCC5)cc43)[C@@H](C(=O)N3CCCCCCC3)[C@H]12	-1	0.8	.	.	.	.	-5	.
C=CCN1C(=O)[C@@]2(Cc3ccccc3)N=C(c3ccc(OCCCO)cc3)O[C@H]2c2ccccc21	-3	2.7	.	.	.	.	68	.
Cc1ccc(F)cc1S(=O)(=O)N[C@@H]1CCN(Cc2ccc(OC(C)C)cc2)C1	-8	-0.1	.	.	.	.	1	.
CN(C)CCCCCCNC(=O)[C@H]1C[C@H]2C(=O)N3CCC[C@H]3C(=O)N2[C@H]1c1cccc(OCCO)c1	-6	-1.1	.	.	.	.	-1	.
COC(=O)[C@@]1(Cc2ccccc2)N=C(c2ccc(OCCCO)cc2)O[C@H]1c1ccccc1CN=[N+]=[N-]	-7	-0.5	.	.	.	.	-2	.
C=CCOC(=O)[C@@H]1[C@H]2C(=O)O[C@H](c3ccccc3)[C@H](c3ccccc3)N2[C@H](c2ccc(OCCOC(=O)[C@@H]3C[C@@H]4C(=O)N[C@@H](Cc5ccccc5)C(=O)N4[C@@H]3c3ccc(O)cc3)cc2)[C@@]12C(=O)Nc1ccc(I)cc12	1	-4.7	.	.	.	.	0	.
O=C(NCc1ccccc1)[C@]1(CCS(=O)(=O)c2ccccc2)N=C(c2ccc(OCCCO)cc2)O[C@@H]1c1ccccc1	6	-1.2	.	.	.	.	1	.
NCCCCCCNC(=O)[C@@H]1C[C@@H]2C(=O)N[C@@H](Cc3ccccc3)C(=O)N2[C@@H]1c1ccc(O)cc1	-14	-3.5	.	.	.	.	-4	.
COCCOC(=O)N1C(=O)[C@@]2(c3cc(C#CC4=CCCCC4)ccc31)[C@H](c1ccccc1OCCO)N1[C@H](c3ccccc3)[C@H](c3ccccc3)OC(=O)[C@H]1[C@@H]2C(=O)NC[C@H](O)c1ccccc1	-2	3.2	.	.	.	.	-2	.

In the list so far, two have a COOH group.
SMILES	PglD inh	F508del corr	GSIS activator	FN deposition inh	miR-122 sensor	PGC1a acetyl inh	Cneo AK release	Statin myotox sup
Cc1ccccc1OCC(=O)NCCC(=O)O	.	.	-6	.	-3	.	.	5
CCOc1ccc(C(=O)CCC(=O)O)cc1	.	1.3	.	.	9	-20	.	.

Next section:
SMILES	PglD inh	F508del corr	GSIS activator	FN deposition inh	miR-122 sensor	PGC1a acetyl inh	Cneo AK release	Statin myotox sup
COc1ccc(-c2cn(CCNC(=O)[C@H](Cc3ccccc3)NS(=O)(=O)c3ccc(C)cc3)nn2)cc1OC	-1	-0.7	.	.	.	.	40	.
[N-]=[N+]=Nc1ccccc1C[C@]1(C(=O)N2CCCCC2)N=C(c2ccc(OCCCO)cc2)O[C@H]1c1ccccc1	0	-3.4	.	.	.	.	47	.
O=C(Nc1ccccc1)C1=C[C@@H](c2ccc3c(c2)Cc2ccccc2-3)C[C@@H](OCCCCO)O1	-4	-0.3	.	.	.	.	-4	.
O=C(NCc1ccccc1)[C@@]1(CCS(=O)(=O)c2ccccc2)N=C(c2ccc(OCCCO)cc2)O[C@H]1c1ccccc1	-1	-1.3	.	.	.	.	51	.
COCCOC(=O)N1C(=O)[C@@]2(c3cc(C#Cc4ccc(OC)cc4)ccc31)[C@H](c1ccccc1OCCO)N1[C@H](c3ccccc3)[C@H](c3ccccc3)OC(=O)[C@H]1[C@@H]2C(=O)N1CCc2cc(OC)c(OC)cc2C1	-3	-0.6	.	.	.	.	12	.
COc1cc2c(cc1O)C=[N+](Cc1cccc(OC(F)(F)F)c1)CC2	-9	1.2	.	.	.	.	-1	.
C=CCN1C(=O)[C@]2(O[C@H](CCn3cc([C@H](O)c4ccccc4)nn3)[C@@H]([Si](C)(C)c3ccc(OC)cc3)[C@@H]2C)c2cc(N3CCC3=O)ccc21	-4	5.2	.	.	.	.	2	.
O=C(NCc1ccc(F)cc1)[C@@H]1C[C@@H]2C(=O)N3CCC[C@H]3C(=O)N2[C@@H]1c1ccc(O)cc1	-1	0.8	.	.	.	.	0	.
COc1cc2c(cc1OC)CN(C(=O)[C@H]1[C@@H]3C(=O)O[C@@H](c4ccccc4)[C@@H](c4ccccc4)N3[C@@H](c3ccccc3OCCO)[C@]13C(=O)Nc1ccc(C#CCCO)cc13)CC2	8	0.3	.	.	.	.	-2	.
O=S(=O)(N[C@@H]1CCCN(Cc2ccc(OCCO)cc2)C1)c1ccc(-c2ccccc2)cc1	-4	-0.9	.	.	.	.	0	.

Some of these compounds in order of the miR-122 sensor value, high to low.
SMILES	miR-122 sensor
O=c1n(CC2CO2)c(=O)n(CC2CO2)c(=O)n1CC1CO1 (centres undefined)	1
Cc1ccccc1NC(=O)CSc1nc2c(c(-c3ccco3)c1C#N)CCCC2	-1
COCCCNC(=O)CN1C(=O)c2ccccc2C1=O	-2
O=C(NCCC1=CCCCC1)C1CCN(S(=O)(=O)c2cccs2)CC1	-4
C=CCNC(=O)CSc1nnc(-c2ccccc2Cl)n1-c1c(C)n(C)n(-c2ccccc2)c1=O	-5

(further entries)
SMILES	PglD inh	F508del corr	GSIS activator	FN deposition inh	miR-122 sensor	PGC1a acetyl inh	Cneo AK release	Statin myotox sup
C=CCNC(=O)[C@H]1[C@@H]2C(=O)O[C@@H](c3ccccc3)[C@@H](c3ccccc3)N2[C@@H](c2ccc(OCCO)cc2)[C@]12C(=O)Nc1ccc(C#CCC(C(=O)OC)C(=O)OC)cc12	-17	-3.5	.	.	.	.	-1	.
COCC1=C([C@H](O)c2ccccc2)[C@H](CO)[C@@H]2C(=O)N(Cc3ccccc3)C(=O)[C@@H]2C1	-10	2.4	.	.	.	.	0	.
NCCCCCNC(=O)[C@H]1C[C@H]2C(=O)NCC(=O)N2[C@H]1c1cccc(OCCO)c1	19	2.4	.	.	.	.	0	.
O=C1N(Cc2ccccc2)Cc2ccccc2[C@@H]2OC(c3ccc(OCCCO)cc3)=N[C@]12CCS(=O)(=O)c1ccccc1	-4	-3.0	.	.	.	.	0	.
[N-]=[N+]=NCc1ccccc1C[C@]1(C(=O)N2CCCCC2)N=C(c2ccc(OCCCO)cc2)O[C@H]1c1ccccc1	-1	-10	.	.	.	.	-1	.
CNC(=O)C1=C[C@@H](c2ccc(OC)cc2)C[C@@H](OCCCCO)O1	-3	1.3	.	.	.	.	64	.
Cc1ccc(S[C@]2(C(=O)NCCCN(C)C)CC(=O)N(C3CCCCC3)[C@@H]2c2ccc(CO)cc2I)cc1	-7	-0.6	.	.	.	.	0	.
O=C(NCc1ccc(F)cc1)[C@H]1C[C@H]2C(=O)N3CCC[C@H]3C(=O)N2[C@H]1c1cccc(OCCO)c1	-11	-1.3	.	.	.	.	1	.

Screens deposited in PubChem BioAssay by Broad Institute.

An excerpt; count on the stated rates, not on these rows.
